Peg3 promoter: Peg3 promoter-driven luciferase inhibitors, primary screen, cell-based, HeLa, luciferase luminescence | HeLa PEG-Prom luciferase reporter, overnight | inhibition, % at 20 µM | 1.7% of 360,000 active | AID 588405, 2011;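 active = inhibition of at least 50% at 20 µM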
PDI turbidity: inhibitors of human PDI, primary screen, biochemical, turbidity, single point, plate reader; 0.052% of 350,000 active; inhibition, % at 10 µM; PDI insulin aggregation turbidity, A650, 90 min;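 active = mean inhibition across replicates of 30% or more, whatever share of single replicates reach that level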;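 note: absorbance from insulin aggregation driven by PDI reduction with DTT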
Target sequence (P07237 whole entry, looked up): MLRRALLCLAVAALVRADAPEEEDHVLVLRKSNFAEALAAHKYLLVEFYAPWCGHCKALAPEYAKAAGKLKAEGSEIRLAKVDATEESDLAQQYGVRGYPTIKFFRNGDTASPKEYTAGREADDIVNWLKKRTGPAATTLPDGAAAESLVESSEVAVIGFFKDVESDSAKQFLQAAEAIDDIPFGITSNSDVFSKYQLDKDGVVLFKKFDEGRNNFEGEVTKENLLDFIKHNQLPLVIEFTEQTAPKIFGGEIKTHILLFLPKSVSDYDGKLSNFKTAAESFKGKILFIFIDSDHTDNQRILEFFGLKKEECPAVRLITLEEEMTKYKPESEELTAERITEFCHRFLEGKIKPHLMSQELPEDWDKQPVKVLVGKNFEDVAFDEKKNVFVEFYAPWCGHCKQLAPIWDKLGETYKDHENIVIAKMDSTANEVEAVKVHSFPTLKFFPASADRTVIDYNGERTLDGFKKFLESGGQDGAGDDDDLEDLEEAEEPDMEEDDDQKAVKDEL
KKLEB cytotox: cytotoxicity in KKLEB CF airway cells, primary screen, cytotoxicity control for CF NF-kB inhibitor project, cell-based, uHTS, fluorescence assay plates; KKLEB CF airway cells viability, ATPlite luminescence, overnight; active compounds read low; cells stimulated with P. aeruginosa culture filtrate; 0.36% of 360,000 active; activity change (cytotoxicity), % at 5 µM;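 active = corrected activity change at or below -50% at 5 µM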
MITF TRPM1 inh: inhibitors of MITF-dependent TRPM1 promoter reporter, primary screen, cell-based, SK-MEL-5, single point, luciferase | 0.83% of 330,000 active | inhibition, % at 12.5 µM | SK-MEL-5 TRPM1 promoter luciferase, 24 h;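 active = mean inhibition across replicates of 60% or more, whatever share of single replicates reaches that level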; note: values of inactives mirror those of a sister screen read the other way
Shn3 inh set2: reduction of Shn3 3'UTR firefly luciferase signal, primary screen, Schnurri-3 inhibitor project, cell-based, Clone20 osteoblasts, set 2; Clone20 osteoblast Shn3 3'UTR firefly luciferase, 24 h; inhibition, % at 12.5 µM; 0.52% of 360,000 active; AID 588674, 2011;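 active = mean inhibition of at least 75% with every replicate also reaching 75%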;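 note: 0% = median of neutral control wells and 100% = pilot-screen positive control compound; some compounds past the cut are filed as inactive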
CF NFkB block: inhibitors of PAF-induced NF-kB signaling, primary screen, cell-based, GFP fluorescence, uHTS. KKLEB NF-kB-GFP reporter, GFP fluorescence overnight. inhibition, % at 5 µM. 0.86% of 360,000 active. AID 588850, 2011;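 active = at least 50% inhibition at 5 µM, scaled per plate between neutral and stimulator controls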;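 note: PAF is a Pseudomonas aeruginosa culture filtrate used as stimulus; plate controls were PAF-stimulated DMSO wells for no effect and unstimulated DMSO wells for full effect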
HIF-2a inh: HIF-2a reporter inhibitors, primary screen, luminescence, 786-0 RCC cells; 786-0 RCC cells HIF-2a reporter, luciferase luminescence, overnight; inhibition, % at 18.8 µM; 0.72% of 360,000 active; AID 624352, 2012;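 active = inhibition of the luminescence signal of 40% or more relative to plate controls, in a single-dose primary screen at 18.75 µM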
Vif inh: HIV Vif self-association inhibitors, primary screen, imaging, HEK293T, single point; HEK293T cells, Vif self-association by quenched fluorescence, 24 h; inhibition, % at 7.49 µM; 0.35% of 340,000 active; in the data active = inhibition above about 50%, passing the limit was not always enough; note: some results filed as inactive read as strong as hits
NR2E3 ag-1: NR2E3 agonists in two-hybrid cells, primary screen, cell-based, luminescence, CHO-S, Gal4-NCOR/VP16-NR2E3. luciferase. 0.35% of 360,000 active. AID 602229, 2012. Photoreceptor-specific nuclear receptor (Homo sapiens), Q9Y5X4. inhibition of corepressor binding, % at 3.98 µM;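 active = inhibition above the mean of all tested compounds plus 3 SD, cut at about 70% in these data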;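 note: 0% = DMSO with NR2E3 transfected cells and 100% = cells lacking NR2E3 construct; higher means lower luciferase signal from less NR2E3 corepressor binding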
Target sequence (Q9Y5X4 whole entry, looked up, the tested form may be a part): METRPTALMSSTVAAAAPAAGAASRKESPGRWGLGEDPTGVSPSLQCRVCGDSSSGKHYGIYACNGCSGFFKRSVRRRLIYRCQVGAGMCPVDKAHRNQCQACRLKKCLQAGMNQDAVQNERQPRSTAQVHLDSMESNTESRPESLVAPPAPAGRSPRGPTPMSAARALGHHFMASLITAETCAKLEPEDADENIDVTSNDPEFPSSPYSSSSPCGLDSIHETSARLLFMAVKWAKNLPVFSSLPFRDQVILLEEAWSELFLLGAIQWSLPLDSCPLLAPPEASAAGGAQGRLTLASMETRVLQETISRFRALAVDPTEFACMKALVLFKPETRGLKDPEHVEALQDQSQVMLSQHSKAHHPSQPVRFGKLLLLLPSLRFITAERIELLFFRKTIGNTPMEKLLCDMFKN
CaV13 FRET inh: Disruptors of the CACNA1D IQ motif to Ca2+-dependent inactivation inhibitor domain association, primary screening, Förster resonance energy transfer in intact living …; HEK cells, CFP/YFP FRET ICDI-IQ, plate reader, 10 min; percent FRET-ratio fall versus neutral wells; inhibition, % at 12.3 µM; 0.098% of 340,000 active;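 active = mean replicate inhibition of at least 30% and at least 1% of replicates passing that level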;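 note: 0% = median of the neutral control wells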
NR2E3 ag-2: inhibitors of NR2E3-RetCOR corepressor binding, primary screen, NR2E3 agonist project, biochemical, TR-FRET, GST-NR2E3, biotin-RetCOR; AID 2300, 2010; 1536-well; Photoreceptor-specific nuclear receptor (Homo sapiens), Q9Y5X4; inhibition of corepressor binding, % at 4.78 µM; 0.12% of 320,000 active;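 active = percent inhibition above the cutoff of mean plus 3 SD of all tested compounds, set per screening campaign, cut at about 20% in these data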;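 note: 0% = DMSO wells and 100% = biotin wells as full block of FRET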
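Test system – NR2E3–RetCOR corepressor complex · Quantity – NR2E3 fusion 1.35 nM · Buffer or medium – Tris pH 7.5 · Incubation – Compound–protein incubation for 5 h at 4 °C · Technique – TR-FRET, Eu(K)-anti-GST donor, streptavidin-D2 acceptor, ex 340, em 617/671 nm · Evaluation – percent inhibition of 671/617 nm emission ratio versus biotin and DMSO controls · Plate – 1536-well format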
An asterisk follows results filed as active; x = not tested or not shown.

Under each structure – Peg3 promoter | PDI turbidity | KKLEB cytotox | MITF TRPM1 inh | Shn3 inh set2 | CF NFkB block | HIF-2a inh | Vif inh | NR2E3 ag-1 | CaV13 FRET inh | NR2E3 ag-2
> Cc1cc(C)c(Cn2c(=O)n(CCCC(=O)NCc3ccco3)c(=O)c3ccccc32)c(C)c1
→ 15 | -14 | 9 | -4 | 15 | 4 | 14 | 20 | -13 | x | 1
> NC(=O)COC(=O)c1ccccc1Oc1ccccc1
→ 2 | 5 | 9 | 7 | 7 | 10 | 12 | 3 | -1 | -3 | 1
> Cc1cccc(OCCC(=O)OC(C)C(=O)Nc2ccc(Cl)cn2)c1 (configuration not stated)
→ 22 | 0 | 2 | -7 | -6 | 19 | 15 | 3 | 5 | -6 | 2
> Cc1ccc(NC(=O)CCN2C(=O)C3C4CCC(C4)C3C2=O)cc1Cl (configuration not stated)
→ 2 | -1 | -6 | -10 | -3 | 26 | -55 | 6 | -26 | -9 | -1
> COc1ccccc1N1CCN(CC(O)COc2ccc3c(C)cc(=O)oc3c2)CC1 (configuration not stated)
→ -6 | -2 | 3 | 0 | 6 | 4 | -5 | 3 | 3 | -3 | -2
> OCCNc1nc2ccc(Cl)cc2[nH]1
→ -20 | -29 | -4 | 1 | 5 | 4 | -41 | -5 | -27 | x | 4
> COc1cc(OC)cc(C(=O)NCC(=O)OCC(=O)/C=C2/N(C)c3ccccc3C2(C)C)c1
→ -3 | 6 | 5 | 7 | 25 | -1 | 13 | 0 | -22 | -9 | 3
> Cc1ccc2c(C)[nH]c(=O)cc2c1
→ 18 | 1 | -1 | 11 | -12 | -9 | 0 | 12 | 4 | x | -2
> Cc1ccc(C(C)C)cc2c(C)ccc1-2
→ 3 | 1 | 6 | 5 | -28 | 11 | 3 | -4 | -18 | -5 | x
> Cc1onc(-c2ccccc2)c1C(=O)N1CCN(S(=O)(=O)c2ccc(OC(F)(F)F)cc2)CC1
→ 6 | -12 | -1 | 0 | 24 | 2 | -1 | -4 | -19 | -3 | -1
> O=C(Cc1c[nH]c2ccccc12)N1CCc2ccccc21
→ -136 | -5 | -2 | -25 | x | 4 | -187 | x | -73 | x | 0
> Cc1cccc(OCCC(=O)Nc2ccc(S(=O)(=O)N3CCCC3)cc2)c1
→ 20 | 5 | -8 | -1 | -2 | 3 | 27 | 0 | -13 | 0 | 5
> O=C(NCc1ccc(Cl)nc1)c1ccc2nc([C@@H]3O[C@H](CO)[C@H](O)[C@H](O)[C@H]3O)[nH]c2c1
→ 3 | 4 | -3 | x | -24 | -6 | 13 | x | 25 | -11 | x
> COc1ccc(OC)c(S(=O)(=O)Nc2cccc3ccccc23)c1
→ 19 | 2 | 4 | x | -14 | -26 | 21 | 3 | 13 | -18 | 0
> CCN1C(=O)[C@H]2[C@@H](c3ccc(-c4ccc5c(c4)OCO5)c(OC)c3)N[C@@](CC(C)C)(C(=O)OC)[C@H]2C1=O
→ 5 | 11 | -4 | 2 | 9 | 12 | 18 | -1 | 13 | -11 | -4
> O=C(CCc1ccccc1)NNC(=O)Nc1ccccc1
→ 1 | -7 | -8 | -7 | -2 | -1 | 11 | -1 | -5 | -1 | 1
> C(=C\c1cc(/C=C/c2ccccc2)ncn1)/c1ccccc1
→ -184 | -5 | -21 | -18 | -113 | -17 | -252 | 10 | -130 | -4 | 2
> CC(C)OC1(c2ccccc2)OC(=O)c2ccccc21 (configuration not stated)
→ 6 | 4 | -9 | 7 | -6 | -2 | 8 | -2 | 7 | -7 | 0
> Cc1ccc(C)n1NC(=O)c1ccco1
→ -4 | 0 | 1 | -1 | 6 | -10 | 10 | 3 | 14 | -4 | 2
> O=C(CC(=O)N/N=C/c1ccc(Cl)cc1Cl)NCc1ccccc1
→ 13 | 0 | 4 | -3 | -11 | -4 | 17 | 3 | -4 | x | 1
> COc1ccc2cc(C)c(SCC(=O)Nc3cc(C)on3)nc2c1
→ 12 | 8 | -22 | 11 | 4 | 19 | 13 | 20 | -4 | x | 6
> Cc1cccc2cn[nH]c12
→ 0 | -5 | 0 | 5 | -5 | -11 | 6 | 1 | 12 | 0 | 3
> CCCc1nc2ccc(C(=O)OC)cn2c1Cc1ccccc1C(F)(F)F
→ 7 | x | -3 | x | 22 | -10 | 16 | x | -4 | -6 | x
> CNC(=O)Nc1ccc2snnc2c1
→ -1 | -1 | 10 | -5 | -50 | -29 | 2 | 12 | 9 | -6 | 6
> CCOc1ccc(C2C(C(=O)c3ccc(C)o3)=C(O)C(=O)N2c2cc(C)on2)cc1OC (configuration not stated)
→ 3 | 2 | -11 | 12 | 2 | -1 | 2 | 31 | -1 | -8 | 4
> COc1cccc(NC(=S)Nc2cccnc2)c1
→ -63 | 5 | -12 | 2 | 20 | 22 | -58 | 5 | -28 | -7 | -2
> COc1cccc(OC)c1C(=O)Nc1ccc(C(=O)NCc2ccccc2)cc1
→ -8 | -9 | 5 | -11 | 6 | 7 | 6 | 4 | -6 | -10 | 3
> CCc1ccc(NC2=NC(C(=O)c3ccccc3)CC(=O)N2)cc1 (configuration not stated)
→ 6 | 14 | -3 | 10 | x | 9 | 5 | x | -11 | x | -3
> O=C(CSc1nc2ccccc2o1)NCc1n[nH]c(=O)c2ccccc12
→ 21 | -8 | 13 | 7 | 0 | 4 | 16 | 3 | -10 | -6 | -3
> COc1cc(N/N=C(\C)c2ccc(O)c(C)c2)nc(-c2ccccc2)n1
→ -22 | -5 | 7 | -12 | -21 | -16 | -49 | 5 | -32 | -6 | 0
> COc1ccc(-c2cc(NC(C)=O)c3ncc(-c4ccc(F)cc4)n3c2)cc1OC
→ 22 | 4 | -31 | x | 16 | -43 | -26 | -9 | 1 | -8 | x
> CCn1c2ccccc2c2nnc(SCCN3CCOCC3)nc21
→ 18 | 16 | 4 | 8 | 4 | -18 | 3 | 5 | -15 | -5 | 1
> Clc1ccc(C[n+]2cc(-c3ccc(Cl)cc3)n3c2CCC3)cc1
→ -19 | 2 | 6 | 47 | 13 | 3 | -28 | -5 | 6 | -5 | -3
> Cc1cccc(N2CCN(C(=O)C(Cc3ccccc3)n3cccc3)CC2)c1C (configuration not stated)
→ 26 | x | 4 | 6 | 2 | 6 | 11 | -2 | -11 | -11 | 0
> Cc1ccc(NC(=S)N2CCN(c3ccccn3)CC2)cc1C
→ -13 | -3 | -2 | 12 | 23 | 5 | -45 | 4 | 13 | -3 | 1
> CN(CC(=O)NCc1ccc(F)cc1)Cc1cccc(Cl)c1
→ 17 | -4 | 6 | -5 | 4 | -7 | -5 | -7 | -7 | -2 | 2
> COCC(=O)Nc1cc([N+](=O)[O-])ccc1C
→ 18 | 0 | -2 | 2 | -2 | -4 | 4 | 4 | -27 | x | 3
> COc1ccc(S(=O)(=O)N2CCN(C(=O)NCc3ccccc3)CC2)cc1
→ 2 | 2 | -8 | -1 | -7 | -1 | 10 | -12 | -2 | -3 | 0
> COc1ccc(NC(=O)COC(=O)CCOc2ccccc2C)cc1Cl
→ 3 | -1 | 0 | 0 | -5 | -17 | 11 | -2 | -30 | -6 | -4
> CCN(CCCNc1cc2c(c(N)c1S(=O)(=O)O)C(=O)c1ccccc1C2=O)c1ccccc1
→ -11 | -5 | -4 | x | -6 | -24 | -4 | -4 | -32 | -5 | x
> Cc1nc(-c2ccccc2)sc1C(=O)Nc1ccc(S(N)(=O)=O)cc1
→ -4 | -7 | 11 | -5 | 27 | -14 | 4 | x | 9 | -5 | 2
> COc1ccc(NC(=O)OC(C)C)cc1
→ -161 | 2 | 0 | -53 | -42 | 0 | -125 | 4 | -108 | -5 | 2
> CCN(CC)CC(O)Cn1c(-c2ccccc2Cl)nc2ccccc21 (configuration not stated)
→ -8 | 3 | 3 | x | 0 | -1 | 13 | -7 | 20 | -19 | -3
> Cc1ccc(S(=O)(=O)N2CCCCC2C(=O)Nc2nncs2)cc1 (configuration not stated)
→ 11 | 13 | 5 | 6 | -12 | -7 | 12 | x | 26 | -5 | 2
> Cc1cc(N/C=C/C(=O)c2cccc3ccccc23)no1
→ -39 | -12 | -14 | -8 | 6 | 0 | -152 | x | -21 | -9 | -2

Single entries from above:
Result for `COc1ccc(NC(=O)COC(=O)CCOc2ccccc2C)cc1Cl` under MITF TRPM1 inh: 0
Result for `CN(CC(=O)NCc1ccc(F)cc1)Cc1cccc(Cl)c1` under CaV13 FRET inh: -2

In the list so far, six contain an NH in an aromatic ring.
Under each structure – Peg3 promoter | PDI turbidity | KKLEB cytotox | MITF TRPM1 inh | Shn3 inh set2 | CF NFkB block | HIF-2a inh | Vif inh | NR2E3 ag-1 | CaV13 FRET inh | NR2E3 ag-2
> OCCNc1nc2ccc(Cl)cc2[nH]1
→ -20 | -29 | -4 | 1 | 5 | 4 | -41 | -5 | -27 | x | 4
> Cc1ccc2c(C)[nH]c(=O)cc2c1
→ 18 | 1 | -1 | 11 | -12 | -9 | 0 | 12 | 4 | x | -2
> O=C(Cc1c[nH]c2ccccc12)N1CCc2ccccc21
→ -136 | -5 | -2 | -25 | x | 4 | -187 | x | -73 | x | 0
> O=C(NCc1ccc(Cl)nc1)c1ccc2nc([C@@H]3O[C@H](CO)[C@H](O)[C@H](O)[C@H]3O)[nH]c2c1
→ 3 | 4 | -3 | x | -24 | -6 | 13 | x | 25 | -11 | x
> Cc1cccc2cn[nH]c12
→ 0 | -5 | 0 | 5 | -5 | -11 | 6 | 1 | 12 | 0 | 3
> O=C(CSc1nc2ccccc2o1)NCc1n[nH]c(=O)c2ccccc12
→ 21 | -8 | 13 | 7 | 0 | 4 | 16 | 3 | -10 | -6 | -3

Hits appear at their usual frequency. About 3.3% of those tested had a hit in this group.
